TEAD-YAP block: TEAD-YAP interaction inhibition. HEK-TIYL cells, TEAD-Gal4/YAP UAS-luciferase luminescence. inhibition, % at 9.12 µM. 640,000 tested, 1.4% active; in the data active means inhibition above about 32%;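 further: 0% = median of test compound wells and 100% = reference inhibitor wells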
GPR151 ag: human GPR151 activation; Q8TDV0; PathHunter beta-arrestin GPR151 cells, luminescence; activation, % at 11.2 µM; 650,000 tested, 1% active; AID 1508602; in the data active means activation above about 4.9%;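 further: 0% = median of compound wells and 100% = cells with positive control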
Target sequence (Q8TDV0 whole entry, looked up): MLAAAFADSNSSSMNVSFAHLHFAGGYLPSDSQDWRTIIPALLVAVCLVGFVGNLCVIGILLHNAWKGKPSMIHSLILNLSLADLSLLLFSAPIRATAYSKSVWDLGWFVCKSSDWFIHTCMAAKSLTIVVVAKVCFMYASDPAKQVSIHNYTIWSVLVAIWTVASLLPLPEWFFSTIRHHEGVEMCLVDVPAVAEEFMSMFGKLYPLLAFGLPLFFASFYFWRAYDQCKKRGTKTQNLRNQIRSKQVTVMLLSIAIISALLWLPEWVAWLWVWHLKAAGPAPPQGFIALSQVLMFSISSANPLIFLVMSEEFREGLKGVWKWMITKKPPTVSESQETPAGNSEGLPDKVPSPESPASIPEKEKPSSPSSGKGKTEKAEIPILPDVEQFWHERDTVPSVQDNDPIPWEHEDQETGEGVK
MITF primary: inhibitors of human MITF | 650,000 tested, 0.91% active | inhibition, % at 2.6 µM | AID 1259374 | O75030 | AlphaScreen MITF homodimerization, bead proximity signal; in the data active means inhibition above about 50%;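 further: 0% = vehicle wells with protein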
Target sequence (O75030 whole entry, looked up): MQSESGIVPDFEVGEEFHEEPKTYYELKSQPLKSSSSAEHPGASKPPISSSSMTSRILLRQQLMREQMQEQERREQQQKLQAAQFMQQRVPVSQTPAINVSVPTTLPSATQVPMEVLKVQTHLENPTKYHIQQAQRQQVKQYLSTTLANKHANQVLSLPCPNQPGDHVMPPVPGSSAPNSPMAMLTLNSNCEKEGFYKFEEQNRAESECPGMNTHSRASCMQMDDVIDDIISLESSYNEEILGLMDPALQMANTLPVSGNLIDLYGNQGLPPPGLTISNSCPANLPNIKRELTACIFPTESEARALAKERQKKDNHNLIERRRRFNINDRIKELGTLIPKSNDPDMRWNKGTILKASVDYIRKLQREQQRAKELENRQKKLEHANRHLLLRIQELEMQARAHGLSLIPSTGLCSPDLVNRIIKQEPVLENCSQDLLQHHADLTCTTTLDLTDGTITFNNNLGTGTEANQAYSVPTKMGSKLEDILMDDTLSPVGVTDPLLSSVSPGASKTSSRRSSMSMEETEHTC
FBW7 activator: human FBW7 E3 ligase activation, primary screen | Q969H0 | AlphaScreen FBW7–phospho-cyclin E peptide binding, activator screen | normalized activity (activation), % at 26.1 µM | 650,000 tested, 0.13% active | AID 1259310; in the data active means normalized activity above about 1.9%;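 further: purified mutant Fbw7 with reduced substrate affinity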
Numbers without * were called inactive; & = joins results of further samples. This is a random part of the collection. Share with any hit: about 3.5%.

SMILES	TEAD-YAP block	GPR151 ag	MITF primary	FBW7 activator
O=C1c2ccc(Oc3cccc(N4C(=O)c5ccc([N+](=O)[O-])cc5C4=O)c3)cc2C(=O)N1c1ccccc1	8.1	0.1	12.4	0.4
COc1ccccc1NC(=O)c1cc(-c2ccccc2)nc2c(C)cccc12	-5.9	3.9	-16.4	-0.1
Nc1ccccc1NS(=O)(=O)c1ccccc1	-1.8	-1.1	-4.9	-0.2
O=C(c1ccccc1)N1CC(COc2ccccc2)OC(c2ccc3c(c2)OCO3)O1 (stereo unspecified)	-1.7	-1.0	5.7	-0.1
COc1ccc(NC(=O)c2cc3n(n2)C(C(F)(F)F)CC(c2ccc(Cl)cc2)N3)cc1 (stereo unspecified)	-1.6	-1.3	21.0	0.1
COCCNC(=O)c1cc(S(=O)(=O)N2CCCCC2)ccc1F	-5.0	-0.9	-4.0	-0.1
CCSc1nc2ccc(NC(=O)CSc3nnnn3-c3ccccc3)cc2s1	0.0	0.0	-0.3	-0.1
CCc1c(C#N)c(N)nc(SCC(=O)c2ccc(C)cc2)c1C#N	1.6	-0.7	8.2	-0.1
COc1cccc(CN2CCNC(=O)C2CC(=O)NCc2n[nH]c3c2CCC3)c1 (stereo unspecified)	5.4	-0.5	1.6	-0.1
C(=N\Nc1nc2ccccc2o1)/c1ccco1	-54.5	-4.3	2.2	-0.4
COc1ccc(-n2ccnc2SCC(=O)NC2CCCCC2)c(OC)c1	-2.6	-0.5	-12.7	0.3
COc1ccc(C)cc1S(=O)(=O)NCc1ccc(C)cc1	6.1	0.1	4.9	0.1
Cc1nc2sccn2c1C(=O)N1CCCC(CNS(=O)(=O)c2cccs2)C1 (stereo unspecified)	6.7	-1.3	0.5	0.2
Cc1cc(C)c(S(=O)(=O)NC(C)Cc2ccco2)cc1C (stereo unspecified)	10.0	0.2	2.0	0.0
CC(C)(C)c1ccccc1OCC(=O)Nc1ccc(C(N)=O)cc1	8.9	4.3	-8.9	-0.2
COC(CN(C)S(=O)(=O)c1ccc2c(c1)CCN2C(C)=O)OC	1.3	0.2	4.5	0.1
O=c1[nH]nc(SCc2cn3cc(Cl)ccc3n2)c(=O)[nH]1	-0.3	-0.4	-5.7	-0.1
CCCN1CCc2c(sc3nc(SCc4ccc(Br)cc4)n(-c4ccccc4)c(=O)c23)C1	7.6	-0.5	1.6	0.0
OC(COCCOc1ccc(Cl)cc1)CN1CCN(Cc2ccc3c(c2)OCO3)CC1 (stereo unspecified)	10.4	-1.7	22.3	0.1
COc1cc(C(C)=O)ccc1OCC(=O)NC(C)CCc1ccccc1 (stereo unspecified)	1.0	2.9	-11.5	-0.3
O=C(/C=C/c1ccco1)NCCNC(=O)/C=C/c1ccco1	0.2	-0.7	8.7	0.1
COc1cc2cc(C)c(SC)nc2cc1OC	6.7	-0.3	15.2	0.2
Cc1ccc(OCC(=O)N(Cc2nc(-c3ccccc3)no2)C(C)C)c(C)c1	-5.2	0.5	-3.2	-0.6
O=C(CSc1nc2c(c(=O)n1Cc1ccccc1)SCC2)NCc1ccc(F)cc1	-2.3	-0.9	-15.9	-0.2
Cc1ccnc(Nc2ccc(N3CCN(C(=O)C4CCCCC4)CC3)nn2)c1	3.5	-0.5	-3.8	-0.4

Compounds listed so far that have a furan ring, fused or not:
SMILES	TEAD-YAP block	GPR151 ag	MITF primary	FBW7 activator
C(=N\Nc1nc2ccccc2o1)/c1ccco1	-54.5	-4.3	2.2	-0.4
Cc1cc(C)c(S(=O)(=O)NC(C)Cc2ccco2)cc1C (stereo unspecified)	10.0	0.2	2.0	0.0
O=C(/C=C/c1ccco1)NCCNC(=O)/C=C/c1ccco1	0.2	-0.7	8.7	0.1

Whole records, quoted from the list.
`CC(C)(C)c1ccccc1OCC(=O)Nc1ccc(C(N)=O)cc1` in the list: TEAD-YAP block = 8.9; GPR151 ag = 4.3; MITF primary = -8.9; FBW7 activator = -0.2
`CCCN1CCc2c(sc3nc(SCc4ccc(Br)cc4)n(-c4ccccc4)c(=O)c23)C1` in the list: TEAD-YAP block = 7.6; GPR151 ag = -0.5; MITF primary = 1.6; FBW7 activator = 0.0

Later entries.
SMILES	TEAD-YAP block	GPR151 ag	MITF primary	FBW7 activator
COc1ccc(-c2cc(C(=O)Nc3nnc(-c4cccnc4)s3)c3ccccc3n2)cc1	2.5	0.1	16.6	0.1
O=c1nc(-c2ccccc2)c2cc(Br)ccc2[nH]1	-4.1&3.8	0.6&0.0	12.6&10.3	-0.1&0.3
CC(=O)c1ccc(NC(=O)C(C)OC(=O)CNC(=O)c2ccccc2)cc1 (stereo unspecified)	2.2	0.1	-2.6	0.0
COc1ccc(-n2c(C)nnc2SCC(=O)Nc2nc(C)c(C)s2)cc1	9.5	-0.1	-7.7	0.1
Cc1ccc(C)c(NC(=O)c2cccc(C(=O)Nc3cc(C)ccc3C)c2)c1	1.6	0.5	-0.3	0.0
O=C(Nc1ccncc1)C1CCN(C(=O)[C@@H](O)COc2ccc(Br)cc2)CC1	3.8	1.5	-5.7	0.1
O=S(=O)(O)c1ccc(N/N=C/CCc2ccccc2)cc1	-5.8	-0.1	37.3	0.5
O=C(/C=C/c1ccco1)Nc1cccc(C(=O)N2CCCCC2)c1	-3.9	-0.4	7.8	-0.1
CON1C(=O)CN(C(C)=O)C1c1ccc(Cl)cc1Cl (stereo unspecified)	15.4	-1.2	13.7	0.1
c1ccc2[nH]c(SCCN3CCOCC3)nc2c1	-16.3	0.4	8.0	0.0
COc1ccc(Cn2nnnc2C(c2cccs2)N2CCCCC2)cc1 (stereo unspecified)	9.2	-0.8	4.1	0.1
CC(C)(C)C(=O)NC(NC(=O)C(C)(C)C)c1ccc(F)cc1	0.1	-1.6	13.8	0.4
CC(=O)Nc1ccc(/C=N/N2C(=O)c3ccccc3C2=O)cc1	-2.1	-0.2	14.5	0.6
COc1cccc(C2CC(c3cccs3)=NN2C(=O)CSc2nnc(CNC(=O)c3cccc(F)c3)n2C)c1OC (stereo unspecified)	14.8	2.1	-7.4	0.0
CCOc1ccc(C(=O)Nc2cccc(NC(=O)c3ccccc3)c2)cc1Br	-20.4	0.1	17.4	0.2
CCN1CCN(S(=O)(=O)c2cccc(C(=O)O)c2)CC1	-4.2	-1.3	0.9	-0.1
CCn1c(CNC(=O)C23CC4CC(CC(C4)C2)C3)nnc1SCc1ccc(Br)cc1	3.5	1.3	-8.9	-0.1
CC(=O)Oc1c(Cl)cc(N(C(C)=O)S(=O)(=O)c2ccccc2)c2ccccc12	25.2	-0.9	16.4	0.7
CCOc1cc(CN2CCC(=O)N(Cc3cccc(C)c3)CC2)ccc1OC	2.9	-0.2	-4.3	-0.3
COC(=O)C1=C(C)N(c2cccc(C(F)(F)F)c2)C(=O)C1	16.6	-0.6	-7.3	-0.1
CCOC(=O)c1cccc(N2C(=O)C3C(C2=O)C2C=CC3C23CC3)c1 (stereo unspecified)	-0.8	0.8	-11.7	-0.1
CCC(=O)N(Cc1cc2cc3c(cc2[nH]c1=O)OCO3)C1CCCC1	-4.7	-1.0	10.3	0.0
Cc1ccccc1C(=O)Nc1ccc(C)c([N+](=O)[O-])c1	0.9	-1.2	7.8	0.1
O=C(Nc1ccc(Br)cc1)C1C2C=CC3(O2)C1C(=O)N(CCc1ccccc1Cl)C3C(=O)NC1CCCCC1 (stereo unspecified)	1.2	-1.3	16.0	0.1
CC1CCCC(C)N1C(=O)CN1C(=O)c2ccccc2S1(=O)=O (stereo unspecified)	5.2	0.0	-14.9	0.0

Single entries from the list:
CCC(=O)N(Cc1cc2cc3c(cc2[nH]c1=O)OCO3)C1CCCC1 in TEAD-YAP block is entered as -4.7
CCOc1ccc(C(=O)Nc2cccc(NC(=O)c3ccccc3)c2)cc1Br in GPR151 ag is entered as 0.1
c1ccc2[nH]c(SCCN3CCOCC3)nc2c1 in FBW7 activator is entered as 0.0
Cc1ccccc1C(=O)Nc1ccc(C)c([N+](=O)[O-])c1 in MITF primary is entered as 7.8

(listing goes on)
SMILES	TEAD-YAP block	GPR151 ag	MITF primary	FBW7 activator
Cc1ccccc1-n1nc2c(c1NC(=O)COc1ccc(Cl)cc1)CSC2	0.0	1.2	-1.7	-0.1
CC(C)N(Cc1nc(-c2ccccc2)no1)S(=O)(=O)c1ccc(F)cc1	-10.9	0.8	-9.1	0.0
O=C(N/N=C\c1ccccc1Br)c1cnccn1	-20.9	1.0	-1.0	-0.3
COC(=O)CN1C=C(C(=O)OC)C(c2ccc(Cl)cc2)C(C(=O)OC)=C1	5.0	-0.7	-2.5	0.3
CC(=O)N1N=C(c2ccc(C)o2)CC1c1ccc([N+](=O)[O-])cc1 (stereo unspecified)	8.8	-0.1	11.7	0.5
CC(C)CC(c1nnnn1CC1CCCO1)N1CCN(c2ccc(F)cc2)CC1 (stereo unspecified)	11.9	1.4	0.9	0.0
COc1ccc(C(=O)COC(=O)c2ccc(N3C(=O)C4C5C=CC(C5)C4C3=O)cc2)cc1 (stereo unspecified)	10.9	-1.3	14.0	0.3
Cc1ccc(OCCNCCO)cc1C	-3.0	-1.2	30.1	0.1
CCN1CCN(C(C(=O)NC2CCCC2)c2ccc(Cl)cc2)CC1 (stereo unspecified)	7.5	0.1	-0.7	0.0
CC(C)CNC(=O)CC(=O)N/N=C/c1ccccc1Cl	2.4	-0.1	-3.1	0.4
Cc1sc(Nc2cccc(Cl)c2)nc1-c1ccc(Cl)cc1	6.6	0.7	8.1	0.1
CCCCCOC(=O)C1=C(C)Nc2nnnn2C1c1ccc(F)cc1 (stereo unspecified)	12.2	0.5	-7.6	-0.1
CCCCC(=O)Nc1cc(C)c(Cl)cc1OC	-3.4	2.5	1.1	0.0
COc1ccc(C(CC(=O)Nc2cccc(C)n2)N2Cc3ccccc3C2=O)cc1 (stereo unspecified)	1.1	0.1	-10.5	-0.1
CCOC(=O)c1ccc(CN(Cc2ccc(F)cc2)S(=O)(=O)c2cc(C)ccc2C)cc1	-4.7	-0.1	9.7	0.3
O=C(NC(=O)c1cccc(OC(F)(F)C(F)F)c1)OC1CCS(=O)(=O)C1 (stereo unspecified)	7.8	2.4	9.0	1.3
Cc1ccc2nc(Cl)c(-n3nc(C)cc3C)nc2c1	-15.0	-0.7	-7.8	0.3
CC(C)Cn1c(=O)c(C(=O)Nc2ccc(Cl)cc2)c(O)c2ccccc21	-4.2	0.0	9.8	-0.1
FC(F)(F)C1(C(F)(F)F)N=C(c2cccc(Cl)c2)OC(N2CCCCC2)=N1	0.0	-0.7	-0.7	0.0
O=C(CSC1=NC(=O)C(c2ccccc2)C(=O)N1)Nc1cccc2ccccc12 (stereo unspecified)	12.2	-0.8	24.5	0.0
Cc1ccc(CNC(=O)CCC2CCCN(Cc3nc4ccccc4nc3C)C2)o1 (stereo unspecified)	5.5	-0.1	9.9	0.0
O=C1CC(c2ccccc2)N=C(SCC(=O)Nc2ccc(Cl)cc2)N1 (stereo unspecified)	4.8	4.9	-8.9	-0.2
O=C(Nc1ccccc1F)c1ccc(Cl)cc1Cl	-31.8	-1.1	11.3	0.2
CCOc1ccc(-n2c(C)cc(C(=O)CCl)c2C)cc1	14.2	-1.4	-2.5	-0.1
O=C(Nc1ccc(F)cc1)c1cn(-c2ccccc2)nc1-c1ccc(Cl)cc1	-0.8	0.3	17.7	0.8

Additional structures.
SMILES	TEAD-YAP block	GPR151 ag	MITF primary	FBW7 activator
O=C(C1CCCN1S(=O)(=O)c1ccc(Cl)cc1)N1CCCCC1 (stereo unspecified)	1.6	2.2	1.1	0.1
CC1=C(C(=O)Nc2cccc(C)c2)C(c2ccc(Br)cc2)NC(=S)N1 (stereo unspecified)	8.1	1.4	-7.7	0.1
COc1ccc2c(C)c(C(=O)O)oc2c1OC	4.3	-0.8	11.3	0.1
Cc1nc2sc(S(C)(=O)=O)c(N)c2c(-c2ccccc2)c1C(=O)Nc1ccccc1	7.5	-1.0	0.1	0.0
Cc1cc(Cl)ccc1OC(C)C(=O)n1cnc2ccccc21 (stereo unspecified)	0.1	-0.7	-3.2	-0.1
O=C(Nc1ccc(Oc2ccccc2)cc1)c1cccc(-c2csc3ccccc23)c1	3.6	0.6	-9.7	-0.1
CCOC(=O)N1CCN(C(=S)Nc2ccsc2C(=O)OC)CC1	4.2	-0.5	11.6	0.1
Cc1cc2c(cc1C)C(Nc1ccc(F)c(F)c1)=NC(C)(C)C2	-4.2	0.7	-4.5	-0.1
O=C(OC1CCOC1=O)c1ccc2ncsc2c1 (stereo unspecified)	-1.9	-1.4	6.3	0.0
COc1ccnc(CN2CCCC(c3ncncc3-c3ccncc3)C2)c1OC (stereo unspecified)	17.7	-1.7	7.3	0.6
O=C(NCCCN1CCCC1=O)C1CCN(c2nc3ccccc3n3cccc23)CC1	-2.2	-0.8	2.5	0.1
CCOc1ccc(C(=O)OCc2cc(C(C)=O)ccc2OC)cc1OCC	-3.9	-0.3	8.4	0.3
COc1ccc(CCNC(=O)c2sc3ncn(Cc4ccccc4F)c(=O)c3c2C)cc1OC	1.6	1.4	4.3	0.0
CC(C)N(CCO)C(=O)CCc1nnc(CCc2c[nH]c3ccccc23)o1	15.0	0.4	-4.2	-0.1
COc1ccccc1/C=C/C1=NC(=C\c2cccc(Cl)c2Cl)/C(=O)O1	-5.0	0.5	3.4	0.1
CCCCn1c(Cc2ccccc2)nnc1SCC(=O)NC	9.9	0.7	4.0	0.1
O=C(c1ccc(Br)cc1)N1CCN(c2ccc(Cl)cc2[N+](=O)[O-])CC1	-5.4	-0.2	-3.2	-0.4

An excerpt of these results, bar-delimited.
Molecule | TEAD-YAP block | GPR151 ag | MITF primary | FBW7 activator
O=C(Nc1ccc(Oc2ccccc2)cc1)c1cccc(-c2csc3ccccc23)c1 | 3.6 | 0.6 | -9.7 | -0.1
Cc1cc(Cl)ccc1OC(C)C(=O)n1cnc2ccccc21 (stereo unspecified) | 0.1 | -0.7 | -3.2 | -0.1

Screening results deposited in PubChem BioAssay by The Scripps Research Institute Molecular Screening Center.
